# EBV LMP1 NFkB = EBV LMP1-driven NF-kappaB luciferase reporter inhibitors, primary screen, cell-based, luminescence, single point; LMP1-induced NF-kappaB luciferase reporter cells; inhibition, % at 12.5 µM; hit rate 0.69% among 350,000; in the data active means inhibition above about 41%;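 further: 0% = neutral control wells and 100% = reference inhibitor control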
# NR2E3 ag-1 = NR2E3 agonists in two-hybrid cells, primary screen, cell-based, luminescence, CHO-S, Gal4-NCOR/VP16-NR2E3; AID 602229, 2012; inhibition of corepressor binding, % at 3.98 µM; hit rate 0.35% among 360,000; luciferase; Photoreceptor-specific nuclear receptor (Homo sapiens), Q9Y5X4;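 active means inhibition above the mean of all tested compounds plus 3 SD, cut at about 70% in these data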;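 further: 0% = DMSO with NR2E3 transfected cells and 100% = cells lacking NR2E3 construct; higher means lower luciferase signal from less NR2E3 corepressor binding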
# Target sequence (Q9Y5X4 whole entry, looked up, the tested form may be a part): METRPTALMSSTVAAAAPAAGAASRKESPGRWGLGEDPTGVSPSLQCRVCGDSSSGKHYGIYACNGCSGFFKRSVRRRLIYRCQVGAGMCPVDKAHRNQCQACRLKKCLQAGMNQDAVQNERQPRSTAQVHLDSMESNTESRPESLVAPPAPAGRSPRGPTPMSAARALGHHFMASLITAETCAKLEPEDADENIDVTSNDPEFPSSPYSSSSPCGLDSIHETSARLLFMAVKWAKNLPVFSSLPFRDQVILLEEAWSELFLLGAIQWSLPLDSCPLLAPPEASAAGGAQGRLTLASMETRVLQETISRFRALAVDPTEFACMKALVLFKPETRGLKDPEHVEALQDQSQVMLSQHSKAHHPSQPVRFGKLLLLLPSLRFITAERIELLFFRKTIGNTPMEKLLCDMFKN
# hiPSC survival = enhancers of single-cell hiPSC survival, primary screen, ATPlite luminescence; survival enhancement, % at 20 µM; hit rate 0.044% among 360,000; 100% = ROCK inhibitor wells, 0% = DMSO; in the data active means survival enhancement above about 18%;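 further: cells exposed to compounds for 16 hours before the ATP read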
# HIF-2a block = HIF-2a reporter inhibitors, primary screen, luminescence, 786-0 RCC cells; 786-0 RCC cells HIF-2a reporter, luciferase luminescence, overnight; inhibition, % at 18.8 µM; hit rate 0.72% among 360,000; AID 624352, 2012;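 active means inhibition of the luminescence signal of 40% or more relative to plate controls, in a single-dose primary screen at 18.75 µM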
# NR2E3 ag-2 = inhibitors of NR2E3-RetCOR corepressor binding, primary screen, NR2E3 agonist project, biochemical, TR-FRET, GST-NR2E3, biotin-RetCOR; 1536-well; inhibition of corepressor binding, % at 4.78 µM; hit rate 0.12% among 320,000; AID 2300, 2010;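 active means percent inhibition above the cutoff of mean plus 3 SD of all tested compounds, set per screening campaign, cut at about 20% in these data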;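 further: 0% = DMSO wells and 100% = biotin wells as full block of FRET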
#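 Material: NR2E3–RetCOR corepressor complex / Incubation: Compound–protein incubation for 5 h at 4 °C / Dosing: compound at 4.8 µM, single dose / Detection: time-resolved FRET / Benchmarks: high control biotin, low control 0.6% DMSO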
# Shn3 inh set2 = reduction of Shn3 3'UTR firefly luciferase signal, primary screen, Schnurri-3 inhibitor project, cell-based, Clone20 osteoblasts, set 2; Clone20 osteoblast Shn3 3'UTR firefly luciferase, 24 h; inhibition, % at 12.5 µM; hit rate 0.52% among 360,000;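 active means mean inhibition of at least 75% with every replicate also reaching 75%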;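 further: 0% = median of neutral control wells and 100% = pilot-screen positive control compound; some compounds past the cut are filed as inactive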
# TRPM1 prom inh = inhibitors of MITF-dependent TRPM1 promoter reporter, primary screen, cell-based, SK-MEL-5, single point, luciferase | SK-MEL-5 TRPM1 promoter luciferase, 24 h | inhibition, % at 12.5 µM | hit rate 0.83% among 330,000 | AID 488899, 2010;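 active means mean inhibition across replicates of 60% or more, whatever share of single replicates reaches that level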; further: values of inactives mirror those of a sister screen read the other way
# Peg3 prom inh = Peg3 promoter-driven luciferase inhibitors, primary screen, cell-based, HeLa, luciferase luminescence | HeLa PEG-Prom luciferase reporter, overnight | inhibition, % at 20 µM | hit rate 1.7% among 360,000 | AID 588405, 2011;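 active means inhibition of at least 50% at 20 µM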
# TRAIL sens C8 = viability loss with TRAIL in NB7+C8 cells, primary screen, TRAIL sensitizer project, cell-based, ATPlite luminescence; AID 624354, 2012; inhibition (viability loss, TRAIL sensitization), % at 10 µM; hit rate 1% among 360,000;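 active means compounds causing at least 50% loss of cell viability in the single-dose screen, relative to plate controls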
# CF NFkB block = inhibitors of PAF-induced NF-kB signaling, primary screen, cell-based, GFP fluorescence, uHTS; KKLEB NF-kB-GFP reporter, GFP fluorescence overnight; AID 588850, 2011; inhibition, % at 5 µM; hit rate 0.86% among 360,000;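 active means at least 50% inhibition at 5 µM, scaled per plate between neutral and stimulator controls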;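 further: PAF is a Pseudomonas aeruginosa culture filtrate used as stimulus; plate controls were PAF-stimulated DMSO wells for no effect and unstimulated DMSO wells for full effect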
# KKLEB tox = cytotoxicity in KKLEB CF airway cells, primary screen, cytotoxicity control for CF NF-kB inhibitor project, cell-based, uHTS, fluorescence assay plates | KKLEB CF airway cells viability, ATPlite luminescence, overnight; stronger effect = lower value; cells stimulated with P. aeruginosa culture filtrate | activity change (cytotoxicity), % at 5 µM | hit rate 0.36% among 360,000 | AID 602141, 2011;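 active means corrected activity change at or below -50% at 5 µM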
# * = called active by the depositor; x = no result given. Not all compounds are listed, so the mix of outcomes need not match the whole.
SMILES,EBV LMP1 NFkB,NR2E3 ag-1,hiPSC survival,HIF-2a block,NR2E3 ag-2,Shn3 inh set2,TRPM1 prom inh,Peg3 prom inh,TRAIL sens C8,CF NFkB block,KKLEB tox
CCOC(=O)NNC(=O)c1ccc(Cl)cc1,-6,-6,-0.7,-17,3,11,-6,-29,-18,14,-11
Cc1ccc(C)n1-c1cc(S(=O)(=O)N2CCOCC2)ccc1N1CCCC1,-2,-20,-1.2,-63,5,4,15,-73,-1,9,1
COc1cc(CN(C)c2ccc(S(=O)(=O)N3CCCC3)cn2)ccc1OC(F)F,5,1,-0.4,11,x,15,-8,8,5,54*,-13
CCCSc1nc(N)nc2c1ncn2C1OC(CO)C(O)C1O (centres undefined),-7,19,-1.6,-2,x,-31,1,0,5,-19,8
COc1ccc(C(C)C)cc1S(=O)(=O)Nc1ccccn1,-3,0,2.5,9,-3,-17,12,17,-18,4,4
Clc1ccc2c(c1)C1CC2CCN1Cc1ccccc1 (centres undefined),1,-37,-2.1,-4,x,-15,8,-8,10,-7,2
O=C(NCc1ccc(F)cc1)C1CCC(CNS(=O)(=O)c2cccs2)CC1 (centres undefined),-1,10,-0.3,-13,3,8,-6,12,-1,-14,-1
CC1CCC2(CC1)NC(=O)N(CC(=O)NC1(C#N)CCCCC1)C2=O (centres undefined),3,20,-0.4,13,3,-20,4,-4,-5,3,-5
CCN(C(=O)Cc1ccccc1OC)c1nnc(-c2ccncc2)s1,4,-12,-2.4,-12,7,-25,-6,-16,-1,2,12
CC(C)Oc1ccc(/C=N/NC(=O)c2nnn(-c3nonc3N)c2CN(C)c2ccccc2)cc1,0,-15,-0.4,6,1,4,-9,7,8,-19,-7
COCC(C)NC(=O)c1ccc2nc(-c3ccccc3)c(-c3ccccc3)nc2c1 (centres undefined),11,-11,-0.6,5,-1,17,-2,24,-6,25,-11
CCOC1(C)OCC(=O)[C@]2(CCC3C4CCC5=CC(=O)C=CC5(C)C4C(=O)CC32C)O1 (some centres undefined),0,-18,-0.2,15,1,1,-5,8,-5,16,0
N#Cc1ccc(C(=O)Nc2cccc3ccccc23)c(F)c1,-1,12,-0.5,-40,0,0,-7,-29,-24,-14,0
CCC(C)N1C(=O)N(c2cccc(Cl)c2)C(C)(O)CC1(C)C (centres undefined),3,-3,0.7,21,1,9,-8,11,2,-10,-10
COc1ccc(NC2CCCN(C(=O)C3=NNC(=O)CC3)C2)cc1 (centres undefined),-18,-40,2.5,13,x,-9,x,3,3,-17,-1
O=C(NC(NC(=O)c1c(F)cccc1F)c1ccc([N+](=O)[O-])cc1)c1c(F)cccc1F,2,-7,0.8,15,0,1,-2,8,2,-5,0
Cc1ccc(Nc2c(-c3ccco3)nc3ccccn23)cc1,-28,-22,-0.8,-110,0,8,0,-73,29,-4,5
Cc1cc(SCC(=O)Nc2cccc(S(=O)(=O)NC3=NCCCCC3)c2)nc2ccccc12,3,7,-0.5,10,-2,19,-7,14,5,7,3
COCC1CCN(C(=O)c2cc(COc3ccc(OC)cc3Cl)on2)C1 (centres undefined),-9,-65,-1.9,-180,x,-46,x,-193,-10,-4,1
O=C(NC(=S)N1CCCC1)c1ccc(Cl)cc1,5,-5,-0.2,-6,4,-2,3,-3,0,-21,19

# Only hiPSC survival and KKLEB tox, for some of the entries so far:
compound,hiPSC survival,KKLEB tox
COc1ccc(NC2CCCN(C(=O)C3=NNC(=O)CC3)C2)cc1 (centres undefined),2.5,-1
CC(C)Oc1ccc(/C=N/NC(=O)c2nnn(-c3nonc3N)c2CN(C)c2ccccc2)cc1,-0.4,-7

# 3 compounds already listed, sorted by count of non-hydrogen atoms, rising.
SMILES,EBV LMP1 NFkB,NR2E3 ag-1,hiPSC survival,HIF-2a block,NR2E3 ag-2,Shn3 inh set2,TRPM1 prom inh,Peg3 prom inh,TRAIL sens C8,CF NFkB block,KKLEB tox
CCC(C)N1C(=O)N(c2cccc(Cl)c2)C(C)(O)CC1(C)C (centres undefined),3,-3,0.7,21,1,9,-8,11,2,-10,-10
COc1ccc(NC2CCCN(C(=O)C3=NNC(=O)CC3)C2)cc1 (centres undefined),-18,-40,2.5,13,x,-9,x,3,3,-17,-1
CC(C)Oc1ccc(/C=N/NC(=O)c2nnn(-c3nonc3N)c2CN(C)c2ccccc2)cc1,0,-15,-0.4,6,1,4,-9,7,8,-19,-7

# Other records:
SMILES,EBV LMP1 NFkB,NR2E3 ag-1,hiPSC survival,HIF-2a block,NR2E3 ag-2,Shn3 inh set2,TRPM1 prom inh,Peg3 prom inh,TRAIL sens C8,CF NFkB block,KKLEB tox
COC(=O)c1cccnc1NC(=S)NNC(=O)c1ccncc1,-2,-6,-0.6,20,-2,-3,-1,-3,-3,4,0
CCN(CCO)C(=O)c1ccc2nc(Cc3cccc(Cl)c3)oc2c1,-3,-13,-0.3,-18,3,9,-5,-8,24,0,-5
CC(C)CC(C(=O)OCC(=O)N1CCN(c2ccccc2)CC1)N1C(=O)c2ccccc2C1=O (centres undefined),0,13,-3.7,10,x,-6,2,4,0,-1,10
C[C@@H]1CN([C@H](C)CO)S(=O)(=O)c2ccc(C#Cc3ccccc3)cc2O[C@@H]1CN(C)C(=O)CN(C)C,-8,-8,-3.8,1,x,-40,x,-7,-6,-10,-4
S=C(Nc1ccccc1Cl)N(CCCN1CCOCC1)Cc1ccco1,4,5,-0.3,-3,3,5,3,9,-10,0,10
CC(=O)N/N=C(\C)c1ccc2c(c1)OCCO2,-3,-17,-0.2,-32,-1,8,5,-35,-8,19,-12
CCOC(=O)C1=C(C)N(C)C(=O)NC1c1cccc([N+](=O)[O-])c1 (centres undefined),7,-3,3.1,15,2,2,6,5,-25,12,-11
Cc1cc(C)n(Cc2ccc(C(=O)NCCC3=CCCCC3)o2)n1,-12,-34,-2.0,-85,3,-23,-14,-40,1,11,5
COc1ccccc1-c1nc(-c2ccc(Br)cc2)no1,-42,-93,-1.4,-255,4,-99,-70,-312,19,11,13
c1ccc2c(c1)CCc1c(-c3ccncc3)n[nH]c1-2,-13,-17,-0.4,-143,2,-28,15,-27,-9,1,-8
CCOC(=O)N1CCN(C(=O)CN(c2ccc(OC)cc2)S(C)(=O)=O)CC1,3,-9,-1.3,7,0,6,6,3,-15,9,-4
COc1ccc(CCNC(=S)N2CCC(C(N)=O)CC2)cc1,-2,10,0.5,12,-4,8,6,7,-2,-2,-4
O=C(Cn1ccc([N+](=O)[O-])n1)Nc1nccs1,2,-14,2.1,7,1,0,-10,13,3,7,-11
O=C(CSc1nc(O)cc(=O)[nH]1)N1CCOCC1,3,-12,0.2,18,-2,-5,-5,8,-16,-2,4
CCS(=O)c1ccccc1C(=O)OC(C)C(=O)Nc1ccc(S(=O)(=O)N2CCCC2)cc1 (centres undefined),-1,13,-0.3,-5,2,13,9,3,-3,-4,16
OCCN(CC#CCC(O)(c1ccccc1)C1CCCC1)CCO (centres undefined),-14,-15,-0.6,15,-5,0,0,13,-3,6,3
CSc1nnc([C@@H](NC(=O)OC(C)(C)C)C(C)C)o1,32,-12,-1.5,25,-1,5,4,3,-9,-9,6
Cn1c(CNC(=O)c2ccccc2F)nnc1SCC(=O)c1ccccc1,-5,4,-0.4,-19,1,-5,-2,-5,-16,-19,-5
CCOC(=O)C1C(=O)CC(C)(O)C(C(=O)OCC)C1c1ccc(F)cc1 (centres undefined),1,-5,-2.4,3,2,-5,0,17,4,-9,5
CC(=O)NCC12CC3CC(C1)CC(C(=O)O)(C3)C2,2,-7,-0.2,-8,-3,1,0,6,5,-1,6

# Record cards (already shown):
# O=C(Cn1ccc([N+](=O)[O-])n1)Nc1nccs1 across the screens: EBV LMP1 NFkB: 2; NR2E3 ag-1: -14; hiPSC survival: 2.1; HIF-2a block: 7; NR2E3 ag-2: 1; Shn3 inh set2: 0; TRPM1 prom inh: -10; Peg3 prom inh: 13; TRAIL sens C8: 3; CF NFkB block: 7; KKLEB tox: -11
# COc1ccc(C(C)C)cc1S(=O)(=O)Nc1ccccn1 across the screens: EBV LMP1 NFkB: -3; NR2E3 ag-1: 0; hiPSC survival: 2.5; HIF-2a block: 9; NR2E3 ag-2: -3; Shn3 inh set2: -17; TRPM1 prom inh: 12; Peg3 prom inh: 17; TRAIL sens C8: -18; CF NFkB block: 4; KKLEB tox: 4

# Other structures follow:
SMILES,EBV LMP1 NFkB,NR2E3 ag-1,hiPSC survival,HIF-2a block,NR2E3 ag-2,Shn3 inh set2,TRPM1 prom inh,Peg3 prom inh,TRAIL sens C8,CF NFkB block,KKLEB tox
Cn1c(=O)c2c(nc(NCc3ccco3)n2C/C=C/c2ccccc2)n(C)c1=O,42*,51,0.8,20,-1,88*,54,29,39,15,1
Cc1ccc(Cl)cc1NC(=O)C1CCCN1S(=O)(=O)c1ccc(-c2ccc(=O)[nH]n2)s1 (centres undefined),3,9,0.2,24,-2,13,5,-11,8,-4,-13
CC(=O)N1CCc2c(sc(NC(=O)CCS(=O)(=O)c3ccc(C)cc3)c2C#N)C1,-1,12,0.0,7,1,-15,1,-10,16,-10,17
Cc1c(Cl)cccc1NC(=S)/C(=C(\[O-])c1ccc(Cl)s1)[n+]1ccccc1,-3,19,-0.3,-10,3,2,20,58*,2,-7,9
Cc1ccc([C@H]2N[C@]3(CCCN(Cc4ccc(F)cc4)C3=O)[C@H]3C(=O)N(Cc4ccccc4)C(=O)[C@@H]23)cc1,-3,-41,-2.3,11,x,-2,x,17,5,14,-7
O=C(NC(=S)N1CCCCCC1)c1cccc([N+](=O)[O-])c1,6,-5,-0.4,-10,2,30,0,-5,-2,9,-6
Cc1nc(SCC(=O)Nc2ccc3c(c2)OCO3)c(C#N)c2c1CCCC2,8,-29,-1.5,-40,1,64,-25,-86,11,18,-2
Cn1c(SCC(=O)Nc2nccs2)nnc1-c1ccc(S(=O)(=O)N2CCCC2)cc1,0,5,1.0,10,-2,6,-3,9,-1,-1,23

# Four compounds out of the list above, sorted by the value under NR2E3 ag-1, smallest number first:
SMILES | EBV LMP1 NFkB | NR2E3 ag-1 | HIF-2a block | NR2E3 ag-2 | Shn3 inh set2 | TRPM1 prom inh | Peg3 prom inh | CF NFkB block
c1ccc2c(c1)CCc1c(-c3ccncc3)n[nH]c1-2 | -13 | -17 | -143 | 2 | -28 | 15 | -27 | 1
O=C(Cn1ccc([N+](=O)[O-])n1)Nc1nccs1 | 2 | -14 | 7 | 1 | 0 | -10 | 13 | 7
CSc1nnc([C@@H](NC(=O)OC(C)(C)C)C(C)C)o1 | 32 | -12 | 25 | -1 | 5 | 4 | 3 | -9
O=C(NCc1ccc(F)cc1)C1CCC(CNS(=O)(=O)c2cccs2)CC1 (centres undefined) | -1 | 10 | -13 | 3 | 8 | -6 | 12 | -14
